KDM4E inh = blocks human JMJD2E demethylase activity; B2RXH2; JMJD2E catalytic domain, FDH-coupled NADH fluorescence (FDH is formaldehyde dehydrogenase); Potency, µM (doses to about 57.1 µM), inactives show at the highest dose activity change, negative = inhibition, hits mostly inhibitors; 230,000 compounds, 1.6% hits; AID 2147; active = well fitted inhibition curve with a large enough effect, not every such curve was filed as active; inconclusive = small, poorly fitted or top-dose-only effect, or another doubt; inactive = no such curve, though single readings can be large or run the other way;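 note: 0% = wells with enzyme and -100% = buffer wells without enzyme; nearly all actives have a fitted effect of over 50% in size; many of its hits are not listed in these tables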
Target sequence (B2RXH2 1-337 limits assumed): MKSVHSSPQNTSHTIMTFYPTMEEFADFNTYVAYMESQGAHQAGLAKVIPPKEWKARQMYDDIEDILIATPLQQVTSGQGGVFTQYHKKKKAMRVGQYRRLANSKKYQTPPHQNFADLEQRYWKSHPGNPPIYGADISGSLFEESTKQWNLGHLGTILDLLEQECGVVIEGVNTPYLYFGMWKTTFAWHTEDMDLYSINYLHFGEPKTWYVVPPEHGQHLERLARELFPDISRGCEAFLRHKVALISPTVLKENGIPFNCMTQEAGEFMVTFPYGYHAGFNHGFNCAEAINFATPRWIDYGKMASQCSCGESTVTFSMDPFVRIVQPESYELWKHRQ
L3MBTL1 block = inhibitors of human L3MBTL1; Q9Y468; AlphaScreen L3MBTL1–H3K9me1 peptide binding; Potency, µM (series often up to 57.1 µM), inactives show at the top dose activity, negative = inhibition, hits mostly inhibitors; 230,000 compounds, 0.66% hits; AID 485360; note: nearly all actives have a fitted effect of over 60% in size
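Read-out is AlphaScreen signal from streptavidin donor and nickel chelate acceptor beads (10 ug/mL final each) bridging L3MBTL1 (50 nM) and biotinylated K9-monomethylated H3(1-15) peptide (75 nM), after 30 min compound exposure at room temperature.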
GoLoco inh red = inhibitors of human Gai1-RGS12 GoLoco interaction (red fluorophore). Gai1:RGS12 GoLoco peptide FP, rhodamine, 10 min. Potency, µM (titrated, usually from 61.6 µM), for inactives: at the highest dose activity, negative = inhibition, actives largely listed as inhibitors. P63096. 230,000 compounds, 0.44% hits; active = well fitted inhibition curve with a large enough effect, not every such curve was filed as active; inactive = no such curve, though single readings can be large or run the other way; note: nearly all actives have a fitted effect of over 30% in size; many of its hits are not listed in these tables
Target sequence (P63096 whole entry, looked up): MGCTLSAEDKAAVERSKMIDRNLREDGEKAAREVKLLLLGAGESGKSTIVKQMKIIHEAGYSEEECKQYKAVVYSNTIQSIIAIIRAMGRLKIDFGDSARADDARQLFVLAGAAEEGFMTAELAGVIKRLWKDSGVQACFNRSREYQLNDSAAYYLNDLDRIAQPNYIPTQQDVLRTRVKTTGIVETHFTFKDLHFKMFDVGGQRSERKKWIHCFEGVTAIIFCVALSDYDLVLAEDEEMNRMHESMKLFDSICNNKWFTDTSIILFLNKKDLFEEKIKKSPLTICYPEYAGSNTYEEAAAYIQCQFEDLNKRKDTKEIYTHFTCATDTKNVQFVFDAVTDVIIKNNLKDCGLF
Tau ThT inhib = blocks human tau fibril formation measured by thioflavin T; recombinant tau K18 P301L (four-repeat tau fragment), heparin-induced fibrillization, ThT fluorescence; Potency, µM (top dose mostly 57.4 µM), without a hit: at the top dose activity, negative = inhibition, most hits filed as inhibitors; 270,000 compounds, 2.1% hits; note: nearly all actives have a fitted effect of over 55% in size
Target sequence (P10636 561-689 P618L limits assumed): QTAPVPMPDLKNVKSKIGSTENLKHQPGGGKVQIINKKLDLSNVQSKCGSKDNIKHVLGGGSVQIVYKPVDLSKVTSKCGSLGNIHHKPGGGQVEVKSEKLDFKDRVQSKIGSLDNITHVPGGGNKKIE
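In this qHTS, human K18 P301L tau is incubated with compound and heparin for 6 hr at 37 C, and Thioflavin T fluorescence then reports fibril load.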
TexasRed fluor = counter-screen for TRb-SRC2 inhibitors: fluorescence interference. TRb/SRC2 Texas Red total fluorescence interference. Potency, µM (highest dose often 106 µM), without a hit: at the top dose fluorescence change, negative = quenching. 280,000 compounds, 0.29% hits; active = well fitted curve in either direction with a large enough effect; inconclusive = small, poorly fitted or top-dose-only effect
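Flags fluorescent or light-absorbing compounds by total fluorescence, S + 2P, at 555 nm excitation and 632 nm emission. Mixture: 20 nM Texas Red SRC2 peptide, 0.6 uM human TRb LBD, 1 uM T3, 5% DMSO; compound exposure 5 h at ambient temperature.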
RECQ1 helicase = inhibitors of human RECQ1 DNA helicase. P46063. RECQ1 DNA unwinding, red fluorescence kinetic read. Potency, µM (titrated, usually from 57.3 µM), for inactives: at the top dose activity, negative = inhibition, actives largely listed as inhibitors. 240,000 compounds, 0.54% hits. AID 2549;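 note: plate controls were vehicle for no effect and no enzyme for full effect; nearly all actives have a fitted effect of over 30% in size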
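RECQ1T1 50 nM; forked duplex (20 bp + 30-nt ss tails) 200 nM, ATP 2 mM final; pH 8.0, 2 mM MgCl2, 2.5 ug/ml poly(dI-dC); 15 min compound preincubation; discontinuous kinetic read over 2 h at RT.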
TRb-SRC2 inh = disrupts binding of human TR beta to SRC2; P10828; TRbeta-SRC2 peptide binding, fluorescence polarization; receptor liganded with 1 µM T3; Potency, µM (top dose mostly 106 µM), without a hit: top-dose activity change, negative = inhibition, actives largely listed as inhibitors; 280,000 compounds, 0.065% hits; AID 1469;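 note: plate controls were bound peptide for no effect and peptide without receptor for full effect; nearly all actives have a fitted effect of over 50% in size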
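Assay buffer: 20 mM Tris-HCl, 100 mM NaCl, 10% glycerol, 1 mM EDTA, 0.01% NP-40, 1 mM DTT, 1 uM T3, 5% DMSO; TRb LBD 0.6 uM, Texas Red SRC2 20 nM; FP after 5 hr.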
Tau FP inhib = inhibitors of human tau fibril formation | P10636 | K18 P301L tau heparin fibrillization, Alexa594 FP, 6 h | Potency, µM (top dose mostly 57.7 µM), without a hit: at the highest dose activity, negative = inhibition, usual class: inhibitors | 280,000 compounds, 0.39% hits | AID 1468; note: nearly all actives have a fitted effect of over 55% in size
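Quantitative HTS format: compounds meet 15 uM recombinant K18 P301L tau and Alexa 594-tau tracer in 100 mM sodium acetate pH 7; 20 uM heparin triggers fibrillization at 37 C over 6 hr; FP gives the signal.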
An asterisk follows results filed as active; i = inactive; ? = inconclusive; · = no result given; [ ] = dose if it differs, or a comment. Unless noted, calls come from the whole dose curve; as a rule, active = well fitted curve in the direction sought with a large enough effect; inconclusive = small, poorly fitted or top-dose-only effect, or another doubt; inactive = no such curve, though single readings can be large; an effect the other way counts as inactive or inconclusive. Unless noted, % is set by controls: 0 for no effect and ±100 for the full control effect; potency is the fitted concentration of half-maximal effect. An excerpt (hit frequency here may not be typical).

SMILES	KDM4E inh	L3MBTL1 block	GoLoco inh red	Tau ThT inhib	TexasRed fluor	RECQ1 helicase	TRb-SRC2 inh	Tau FP inhib
Cc1cc(C)c(Cn2c3ccccc3c3cnn(CC(=O)NCCc4ccccc4)c(=O)c32)c(C)c1	·	·	·	6%	1%	·	0%	-2%
CCC1=C2CC[C@H]3C(=O)N(CC(=O)OC)C(=O)[C@H]3[C@H]2[C@@]2(Cc3ccccc3)C(=NCCOC)OC(=O)N2C1=O	-8%	·	-24%	1%	-11%	-11%	-2%	-4%
O=C(NN1C(=O)C2C3CCC(O3)C2C1=O)c1ccc(Cl)cc1 (stereo unspecified)	12%	8%	-8%	4%	-3%	0%	-3%	6%
COc1ccc(-c2nnc(SCC(=O)Nc3ccc(Cl)cc3)s2)cc1	·	·	·	-21%	4%	·	-1%	-8%
O=c1c(Cc2ccc(Cl)cc2)c(O)ccn1Cc1ccncc1	4%	-4%	10%	-7%	0%	21%	6%	5%
CCN(CC)c1ccc(CC(=O)NC(C)Cc2ccccc2)cc1 (stereo unspecified)	1%	-4%	-19%	-6%	-6%	i	-5%	10%
Cc1nc(C(F)(F)F)c(C(=O)N/N=C(\N)c2cccnc2)s1	-20%	·	0%	-2%	-2%	-18%	-1%	-1%
Cc1nc(Cc2ccc(OC(C)C)cc2)[nH]c(=O)c1CC(=O)O	6%	0%	3%	-2%	3%	4%	-1%	-10%
Cc1ccccc1-n1cc(CNC(=O)CCc2nnc(CCc3ccccc3)o2)cn1	7%	1%	10%	-10%	-1%	-2%	-1%	5%
CCC(CC)NC(=O)C1CCN(S(=O)(=O)c2cccs2)CC1	1%	·	5%	1%	-1%	i	-11%	-13%
CCOc1ccccc1CN1CCN(Cc2ccc(C)o2)CC1CCO (stereo unspecified)	2%	-1%	14%	-10%	1%[53 µM]	i	6%[53 µM]	-2%
CCc1nc(SCc2ccc(C(=O)OC)o2)c2c(=O)n(C)c(=O)n(C)c2n1	3%	21%	2%	-15%	-3%	2%	-1%	-12%
CCS(=O)(=O)N1CCc2cc(C(=O)NCc3ccccc3)ccc21	·	·	·	2%	-1%	·	8%	-1%
CCc1ccccc1NC(=S)N1N=CCC1c1ccccc1 (stereo unspecified)	-2%	0%	10%	-3%	1%	21%	-5%	0%
COCC(=O)OCC(=O)c1cc(C)n(-c2ccc(Br)cc2)c1C	?	·	4%	-15%	-2%	-4%	-4%	3%
Cc1cc(C)n2c(SCc3ccccc3Cl)nnc2n1	-4%	·	-2%	-9%	-1%	-9%	8%	-7%
C=CCSc1ncccc1C(=O)NCc1ccc(C)cc1	0%	9%	72%[activator]	2%	-4%	-3%	-1%	-11%
CCn1c2c(c(=O)n3ncc(C(=O)N4CCN(c5ccc(Cl)cc5)CC4)c13)CN(Cc1ccc(OC)cc1)CC2	·	·	·	-16%	2%	·	9%	4%
CN1CCN(CC(=O)N2N=C(c3cccs3)CC2c2ccco2)CC1 (stereo unspecified)	2%	0%	12%	10%	1%	-7%	6%	7%
C/C(Cl)=C\Cn1c(O)c(N=NC(N)=S)c2cc(Br)ccc21	32%[activator]	-15%	2%	?	0%	-20%	4%	?
CC(NC(=O)C1CC2CCCC(C1)C2=O)c1ccccc1 (stereo unspecified)	-2%	-12%[11.4 µM]	7%	-6%	-1%	-1%	-15%	-1%
Cc1ccc(Nc2nc(NCC3CCCO3)nc(N)c2[N+](=O)[O-])cc1C (stereo unspecified)	16%	-1%	6%	-4%	-4%	6%	-2%	3%
CCN(CC)C(=O)c1sc(N2C(=O)Nc3ccccc3N2O)c(C(=O)OC)c1C	0%	·	10%	-2%	-6%	i	1%	2%
O=C(O)CCc1cc(I)c(O)c(I)c1	·	·	-24%	-14%	0%	i	2%	9%
C=C(C)C(O)/C=C/c1ccccc1OC (stereo unspecified)	·	·	·	-15%[11.5 µM]	0%[11.2 µM]	i[11.5 µM]	9%[11.2 µM]	7%[11.6 µM]
COc1cc(CN2CCNC(=O)C2CC(=O)N2CCc3ccccc3C2)cc(OC)c1 (stereo unspecified)	?	5%	8%	-17%	0%[53 µM]	i	-6%[53 µM]	1%
O=C(NCc1ccc(Cl)cc1)c1cc2ccccn2n1	?	·	6%	-11%	4%	-11%	3%	2%
Cc1occc1-c1nnc(SCC(=O)NCCc2ccccc2)n1Cc1ccccc1	-1%	0%	11%	-13%	-4%	-5%	-2%	-7%
COc1ccc(N(C)S(=O)(=O)c2cccc(C(=O)Nc3ccc(-n4cnnn4)cc3)c2)cc1	?	3%	1%	-8%	0%	-6%	4%	?
CCN(C(=O)Cc1ccc(Br)cc1)C1CCCCC1	0%	·	4%	1%	1%	i	3%	8%
CCC(CC)c1nnc(NC(=O)c2cc(C(=O)OC)cc([N+](=O)[O-])c2)s1	1%	-9%	10%	-5%	-2%	i	2%	7%
CCCNC(=S)N1CCC(C(=O)c2ccc(OC)cc2)CC1	3%	7%	5%	3%	-1%	-3%	2%	6%
CN1CCN(c2ccccc2NC(=O)c2ccccc2F)CC1	1%	·	4%	·	-6%	i	-5%	0%
O=C1Cn2c(nc3ccccc32)-c2ccccc2N1	-12%	9%	4%	0%	0%	8%	-7%	-7%
CCCCOc1ccc(N2C(=O)CC(NCCc3ccc(S(N)(=O)=O)cc3)C2=O)cc1 (stereo unspecified)	12%	·	7%	-11%	-6%	-9%	-2%	5%
CCOc1ccc(N(CC(=O)NC(C(C)C)C(C)C)S(=O)(=O)c2ccc(OC)c(OC)c2)cc1	-1%	0%	15%	-12%	0%	i	5%	0%
O=S(=O)(Cc1ccc(Cl)cc1)Nc1ccc2c(c1)OCO2	2%	1%	4%	4%	2%	-16%	-6%	9%
O=C(NC(=O)c1ccc(F)cc1)Nc1ccc(-c2cc(C(F)(F)F)nn2-c2ccccc2)cc1	·	·	·	1%	4%	·	-3%	-13%
Cc1onc(-c2ccccc2Cl)c1C(=O)NCc1cccs1	-3%	0%	-1%	-3%	-1%	-1%	4%	-8%
CC(C)NC(=O)C1CCN(C2CCN(Cc3cn[nH]c3-c3ccccc3)CC2)CC1	-4%	·	1%	-2%	4%	i	1%	6%

One compound at a time, as listed above. Order of screens: KDM4E inh, L3MBTL1 block, GoLoco inh red, Tau ThT inhib, TexasRed fluor, RECQ1 helicase, TRb-SRC2 inh, Tau FP inhib
O=C(O)CCc1cc(I)c(O)c(I)c1 is listed as ·, ·, -24%, -14%, 0%, i, 2%, 9%
COc1cc(CN2CCNC(=O)C2CC(=O)N2CCc3ccccc3C2)cc(OC)c1 (stereo unspecified) is listed as ?, 5%, 8%, -17%, 0%[53 µM], i, -6%[53 µM], 1%
O=C(NC(=O)c1ccc(F)cc1)Nc1ccc(-c2cc(C(F)(F)F)nn2-c2ccccc2)cc1 is listed as ·, ·, ·, 1%, 4%, ·, -3%, -13%
CCCNC(=S)N1CCC(C(=O)c2ccc(OC)cc2)CC1 is listed as 3%, 7%, 5%, 3%, -1%, -3%, 2%, 6%

Structures shown so far containing a CF3 group (2):
SMILES	KDM4E inh	L3MBTL1 block	GoLoco inh red	Tau ThT inhib	TexasRed fluor	RECQ1 helicase	TRb-SRC2 inh	Tau FP inhib
Cc1nc(C(F)(F)F)c(C(=O)N/N=C(\N)c2cccnc2)s1	-20%	·	0%	-2%	-2%	-18%	-1%	-1%
O=C(NC(=O)c1ccc(F)cc1)Nc1ccc(-c2cc(C(F)(F)F)nn2-c2ccccc2)cc1	·	·	·	1%	4%	·	-3%	-13%

The results go on:
SMILES	KDM4E inh	L3MBTL1 block	GoLoco inh red	Tau ThT inhib	TexasRed fluor	RECQ1 helicase	TRb-SRC2 inh	Tau FP inhib
Nc1nc(-c2ccc(-c3ccccc3)cc2)cs1	?	0%	2%	?	-2%	-3%	7%	10%
CCOc1ccc(N2C(=O)C3Sc4[nH]c(=O)sc4C(c4ccc(OC)c(OC)c4)C3C2=O)cc1 (stereo unspecified)	-5%	-5%	1%	-26%	-1%	0%	1%	-5%
COC(=O)C1=C(C)N(C)C(=O)/C1=C\c1ccco1	0%	-7%	12%	?	-6%	-11%	2%	-9%
COc1ccc(-c2cc(C(=O)Nc3ccc(S(=O)(=O)Nc4onc(C)c4C)cc3)c3ccccc3n2)cc1OC	?	-11%	1%	?	-3%	12%	-5%	8%
CCOc1ccc(C(=O)Nc2ccc(C(F)(F)F)n(C)c2=O)cc1	8%	7%	6%	-7%	-5%	6%	-1%	4%
O=[N+]([O-])c1ccc([C@H](O)[C@H](CO)N=Cc2ccccc2O)cc1	9%	·	18%	-4%	0%	-10%	-7%	-4%
N#C/C(=C/c1ccc(C(=O)O)cc1)C(=O)NCc1ccccc1	-4%	12%	-13%	-10%	0%	-8%	-2%	10%
Cc1ccccc1Cn1c(=O)n(CCCC(=O)NCc2ccco2)c(=O)c2ccccc21	-18%	2%	16%	-9%	-1%	2%	8%	-5%
Cc1cccc(CSc2nc(-c3cccs3)ccc2C#N)c1	·	·	·	4%	-9%	·	1%	?
CC(C)CNC(=O)c1cc2nc3c(c(C(F)(F)F)n2n1)CCc1ccccc1-3	-5%	·	8%	-9%	2%	i	10%	-2%
Clc1ccccc1/C=C/C=N/Nc1nc(N2CCOCC2)nc(N2CCOCC2)n1	-5%	-9%	5%	?	-1%	i	1%	13%
O=C(NCCCN1CCOCC1)C(=O)N/N=C/c1ccccc1	-3%	-1%	9%	12%	-1%	3%	12%	10%
O=Cc1c(Cl)nc2ccccn2c1=O	?	·	14%	·	-6%	-5%	-9%	-19%

Taken from above:
`Cc1cc(C)n2c(SCc3ccccc3Cl)nnc2n1` @ KDM4E inh: -4%
`Cc1cccc(CSc2nc(-c3cccs3)ccc2C#N)c1` @ TexasRed fluor: -9%
`CCCCOc1ccc(N2C(=O)CC(NCCc3ccc(S(N)(=O)=O)cc3)C2=O)cc1` (stereo unspecified) @ RECQ1 helicase: -9%
`CCC(CC)NC(=O)C1CCN(S(=O)(=O)c2cccs2)CC1` @ Tau FP inhib: -13%

Screening results from PubChem BioAssay.
